PLC-beta3 inh: human PLC-beta3 inhibitors, primary screen, biochemical, fluorescence; 1-phosphatidylinositol 4,5-bisphosphate phosphodiesterase beta-3 (Homo sapiens), Q01970; Purified PLC-beta3, fluorogenic substrate; inhibition, % at 12.2 µM; actives 0.18% (n = 370,000); in the data active = inhibition above about 11%;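 note: 0% = median of compound wells on plate and 100% = full blocker control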
proKLK7 act: proKLK7 zymogen activators, primary screen, biochemical, fluorescence intensity; purified proKLK7, EDANS-DABCYL substrate fluorescence; 100% is mature enzyme control, 0% vehicle; actives 0.9% (n = 370,000); Kallikrein-7 (Homo sapiens), P49862; AID 652039, 2013; activation, % at 7 µM;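 active = activation above the mean of all tested compounds plus 3 SD, computed per campaign excluding outliers beyond control limits, cut at about 13% in these data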
HGIII-sPLA2 inh: human group III sPLA2 inhibitors, primary screen, biochemical, QFRET, BODIPY PC-A2 liposome substrate. inhibition, % at 12.2 µM. actives 0.56% (n = 370,000). AID 743126, 2013. QFRET BODIPY PC-A2 liposome hydrolysis, fluorescence;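 active = inhibition above mean plus 3 SD of compounds lying within the high and low control bounds, cut at about 19% in these data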;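 note: 0% = median of test compound wells and 100% = no enzyme DMSO wells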
Target sequence (Q9NZ20 whole entry, looked up): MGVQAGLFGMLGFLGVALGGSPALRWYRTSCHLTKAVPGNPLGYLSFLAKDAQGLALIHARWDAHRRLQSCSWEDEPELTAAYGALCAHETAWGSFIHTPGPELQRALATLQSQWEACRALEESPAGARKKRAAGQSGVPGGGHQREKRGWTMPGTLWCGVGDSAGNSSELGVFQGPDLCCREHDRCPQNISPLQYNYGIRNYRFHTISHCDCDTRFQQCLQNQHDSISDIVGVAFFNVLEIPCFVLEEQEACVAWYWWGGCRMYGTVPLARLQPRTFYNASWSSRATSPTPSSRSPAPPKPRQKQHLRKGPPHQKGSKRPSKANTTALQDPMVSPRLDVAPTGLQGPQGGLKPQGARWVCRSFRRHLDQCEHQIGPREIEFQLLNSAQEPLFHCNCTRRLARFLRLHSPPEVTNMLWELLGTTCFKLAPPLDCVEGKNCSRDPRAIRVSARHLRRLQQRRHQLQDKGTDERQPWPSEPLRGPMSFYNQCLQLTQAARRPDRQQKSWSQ
ARFGAP1 inh: inhibitors of rat ARFGAP1 GAP activity, primary screen, biochemical, fluorescence polarization, GDP tracer | Arfgap1-stimulated ARF1 GTP hydrolysis, GDP FP detection | actives 0.26% (n = 360,000) | inhibition, % at 16.5 µM | ADP-ribosylation factor GTPase-activating protein 1 (Rattus norvegicus), Q62848;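 active = inhibition above a per-plate limit, mean inhibition of low control wells plus 3 SD, cut at about 25% in these data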;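 note: 0% = DMSO wells with enzyme and 100% = wells lacking Arfgap1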
Target sequence (Q62848 1-136 limits assumed): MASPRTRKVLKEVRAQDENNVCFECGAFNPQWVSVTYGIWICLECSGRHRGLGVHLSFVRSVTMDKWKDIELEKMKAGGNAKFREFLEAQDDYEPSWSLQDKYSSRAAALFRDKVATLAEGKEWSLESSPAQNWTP
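Material – truncated rat Arfgap1 GAP domain · Buffer or medium – HEPES-based buffer, pH 7.5 · Reagent – human ARF1(Δ1-17)-GTP substrate · Dosing – 16.5 µM single point, 1.26% DMSO · Schedule – GTP hydrolysis reaction 2 h at 25 °C · Technique – GDP detection by fluorescence polarization · Benchmarks – No-Arfgap1 wells (100%) versus DMSO full-reaction wells (0%) · Repeats – single replicate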
ASAP1 GAP inh: inhibitors of human ASAP1 ArfGAP activity, primary screen, biochemical, fluorescence polarization | Arf-GAP with SH3 domain, ANK repeat and PH domain-containing protein 1 (Homo sapiens), … | ASAP1-stimulated ARF1 GTP hydrolysis, GDP FP detection | inhibition, % at 16.5 µM | actives 0.19% (n = 360,000) | AID 624377, 2012; in the data active = inhibition above about 25%;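 note: 0% = vehicle with enzyme and substrate and 100% = no enzyme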
Target sequence (Q9ULH1 325-724 limits assumed): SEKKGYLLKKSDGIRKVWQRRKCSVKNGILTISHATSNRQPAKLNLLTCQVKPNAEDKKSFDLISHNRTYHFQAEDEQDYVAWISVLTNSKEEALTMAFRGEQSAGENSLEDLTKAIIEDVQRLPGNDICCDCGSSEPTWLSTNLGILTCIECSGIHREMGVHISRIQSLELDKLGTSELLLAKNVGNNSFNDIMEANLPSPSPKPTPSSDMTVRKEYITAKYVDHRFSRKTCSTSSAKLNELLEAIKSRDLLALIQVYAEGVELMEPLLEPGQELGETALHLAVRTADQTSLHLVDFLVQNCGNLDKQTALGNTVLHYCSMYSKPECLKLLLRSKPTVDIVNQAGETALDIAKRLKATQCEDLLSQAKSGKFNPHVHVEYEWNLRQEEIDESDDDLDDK
UHRF1 MBD2 ctr: UHRF1 methylated DNA binding inhibitors, primary screen, counter-screen for MBD2 inhibitor project, biochemical, TR-FRET, human UHRF1, single concentration. AID 687016, 2013. E3 ubiquitin-protein ligase UHRF1 (Homo sapiens), Q96T88. actives 0.75% (n = 370,000). inhibition, % at 4.4 µM. UHRF1 binding to methylated oligo; in the data active = inhibition above about 21%;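 note: UHRF1 SRA domain binding a hemimethylated CpG hairpin DNA probe; 0% = median of test compound wells and 100% = reference inhibitor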
PLCg1 inh: PLC-gamma1 enzyme inhibitors, primary screen, biochemical, fluorescence, purified enzyme. 1-phosphatidylinositol 4,5-bisphosphate phosphodiesterase gamma-1 (Homo sapiens), P19174. fluorogenic substrate. inhibition, % at 12.2 µM. actives 0.84% (n = 370,000). AID 720700, 2013; in the data active = inhibition above about 9.5%
DDE Tn7 FP inh: inhibitors of Tn7 peptide binding to fibrin DD(E), primary screen, biochemical, fluorescence polarization, human fibrin, Tn7 probe. inhibition, % at 8.3 µM. actives 0.13% (n = 370,000). Fibrinogen beta chain (Homo sapiens), P02675. FP displacement of FITC-Tn7 peptide from fibrin DD(E); 0% = median of compound wells per plate;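 active = inhibition above the mean of compounds falling within the control limits plus 3 SD of them, cut at about 14% in these data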;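 note: 0% = plate median of compound wells and 100% = 10 µM Aha-Tn7 peptide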
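Assay system: human fibrin DD(E) protein / Input: 2 µM fibrin DD(E) / Benchmarks: high control of 10 µM Aha-Tn7 peptide / Measured by: fluorescence polarization of the labelled Tn7 tracer / Medium: Tris buffer with calcium and detergent, pH 7.8 / Timing: 10 min compound pre-incubation, 3 h probe incubation at room temperature / Repeats: one replicate per compound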
DDE Tn6 FP inh: inhibitors of Tn6 peptide binding to fibrin DD(E), primary screen, biochemical, fluorescence polarization, human fibrin, Tn6 probe | actives 0.21% (n = 370,000) | AID 720509, 2013 | inhibition, % at 8.3 µM | Fibrinogen beta chain (Homo sapiens), P02675 | Fibrin DD(E) TRITC-Tn6 fluorescence polarization displacement;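 active = inhibition above a per-campaign cutoff: mean of compounds within control limits plus 3 SD, cut at about 15% in these data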;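 note: 0% = median of all compound wells on the plate and 100% = blocking peptide control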
NR1D1 modulator: modulators of Rev-erb alpha DNA binding, primary screen, biochemical, FITC-DNA, fluorescence polarization, uHTS; actives 0.79% (n = 370,000); activity, % at 10 µM; AID 1259318, 2017; Rev-erbα–FITC-DNA binding, 90 min;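 active = activity above about 14%, limit read from the data; passing the limit was not always enough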;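 note: 0% = DMSO wells with 35 nM protein and 100% = DMSO wells with 750 nM protein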
Starred values were filed as active, the others as inactive; · = not tested or not shown.

Each structure is followed by: PLC-beta3 inh	proKLK7 act	HGIII-sPLA2 inh	ARFGAP1 inh	ASAP1 GAP inh	UHRF1 MBD2 ctr	PLCg1 inh	DDE Tn7 FP inh	DDE Tn6 FP inh	NR1D1 modulator
O=C(Cn1cc(C(=O)c2ccco2)c2ccccc21)Nc1ccccc1F
 : -18	0.7	-18	-5	-6	-3	-9	9	-4	-1
COc1ccc(-c2nc(CS(=O)(=O)CC(=O)NCCc3ccc(C)cc3)c(C)o2)cc1
 : -8	0.1	1	2	-17	4	-2	-4	7	12
Cc1cc(C(=O)NCC(=O)OC(C(=O)Nc2cc(C(F)(F)F)ccc2Cl)c2ccccc2)ccc1[N+](=O)[O-] (stereo not given)
 : 3	0.2	-28	-6	5	-1	6	-1	0	-2
CCc1cc2c(NCC(=O)O)ncnc2s1
 : -4	-0.6	0	-1	-8	-3	-4	1	-2	-4
CC1(C)C(=O)N(c2ccccc2F)C(=O)c2ccccc21
 : -7	-0.3	8	0	-4	3	-1	-2	4	2
COc1ccc(CN(C)C(=O)c2cc(S(=O)(=O)N3CCOCC3)ccc2N2CCCC2)cc1
 : -4	-0.5	-3	-7	3	21	-2	-6	0	-8
CC[C@H](C)[C@H](NC(=O)c1ccc(Cl)cc1)C(=O)OCC(=O)c1ccc2c(c1)NC(=O)CO2
 : -5	-0.4	-10	-11	-1	0	-2	1	-3	2
Cc1cc(S(=O)(=O)Nc2c(C)nc3nc[nH]n3c2=O)ccc1F
 : -2	0.6	6	5	-1	7	0	4	7	0
N=c1oc2cc(O)ccc2cc1C(=O)Nc1ccc(Cl)cc1
 : -182	8.6	3	4	7	3	-135	-1	6	-5
O=C(NC(=O)c1ccccc1)NC(=O)c1ccccc1
 : 1	0.6	3	13	7	1	4	-3	-1	5
O=C1OCCC1Sc1nc2ccccc2c(=O)n1Cc1ccc(F)cc1 (stereo not given)
 : -3	0.1	16	-1	-10	4	-1	-5	4	-6
FC(F)(F)c1cc(CCN2CCNC[C@H]2Cc2cccc3ccccc23)cc(C(F)(F)F)c1
 : 0	-0.1	-3	-6	-5	-4	4	-5	-4	4
CCOc1cc(C(=O)N(C)Cc2cc3ccccc3[nH]c2=O)cc(OCC)c1OCC
 : 0	0.1	-10	-7	19	1	-4	-1	2	-2
CC1CC2(C)C(=CC1=O)CCC1C2C(O)CC2(C)C1CCC2(O)C(=O)CO (stereo not given)
 : 2	0.3	3	13	-2	4	4	-4	-1	0
O=C(CCC1CCCC1)N1CCN(C(=O)C2CC2)CC1
 : 0	-0.2	2	4	7	2	5	-5	1	4
Fc1ccccc1Nc1n[nH]c(=S)s1
 : -1	0.3	12	-23	-10	-3	-4	-2	6	-6
CCCCC(=O)Nc1cc(C)c2c(=O)oc3ccccc3c2n1
 : -5	0.0	-2	0	9	0	1	-6	1	·
C#Cc1cccc(-n2nnc(C(=O)OC)c2-c2ccccc2)c1
 : -2	-0.5	-2	-10	-4	-2	2	-7	-7	7
O=C(c1ccc2c(c1)CCC2)N1CCN(Cc2ccccc2)CC1
 : 6	1.0	-2	3	8	0	7	-4	-1	-3
CC(=O)Oc1c(C)c(C)c2c(c1C)CC[C@@](C)(CCC[C@H](C)CCC[C@H](C)CCCC(C)C)O2
 : 2	-0.1	1	-1	1	-2	0	-2	-2	0
COCCn1c(SCc2ccc(C(=O)OC)o2)nc2ccccc2c1=O
 : 1	0.2	1	4	-7	1	0	-4	5	6
C[C@H]1COc2cc(NCCO)ccc2S(=O)(=O)N1
 : -1	0.0	-6	-1	7	16	-3	-8	-6	11
COc1ccccc1-c1ncn(Cc2cccc(-c3ccccc3)c2)c1-c1ccco1
 : -11	-0.4	-8	-2	-1	-1	-9	4	1	3
CC(C)(C)NS(=O)(=O)c1ccc(NC(=O)CS(=O)(=O)Cc2ccccc2)cc1
 : -6	-0.8	-39	6	0	2	-2	7	-8	3
COc1ccc(C(=O)NCC(=O)N2CCCC(C)C2)cc1OC (stereo not given)
 : 2	0.3	-1	-1	4	-1	3	-4	3	-2
Cc1cnc(C(=O)Nc2ccccc2-n2cccc2)cn1
 : -4	0.5	-1	-3	-14	-4	-3	0	2	-4
COc1cc2c(cc1OC(C)=O)C(=O)CCCC2
 : -2	0.6	1	-4	-5	0	0	6	3	-1
CCCn1nc(C(=O)N2CCN(c3ccccn3)CC2)c2ccccc2c1=O
 : 8	0.5	-5	-9	9	0	5	-7	-5	6
COc1ccnc(Oc2ccccc2)c1C(=O)N/C=N/OCc1ccccc1F
 : 3	0.4	8	-4	16	7	2	0	-11	-8
CN1CCc2c(sc3c2c(NCc2ccco2)nc2nnnn23)C1
 : -50	3.4	-9	-4	-5	1	-38	3	3	-10
Cc1cc(C)n2nc(SC(C)C(=O)N3CCOCC3)nc2n1 (stereo not given)
 : 7	0.3	9	-2	-3	2	4	-1	-2	-1
COc1cc(NS(=O)(=O)c2ccc(N/C=C\C(=O)c3ccc(OC)c(OC)c3)cc2)nc(OC)n1
 : -75	1.1	-25	-10	5	2	-72	0	-6	5
O=[N+]([O-])c1ccccc1/C=N/Nc1nc(N2CCCC2)nc(N2CCCC2)n1
 : -7	-0.4	11	9	2	13	-1	-2	-4	1
Nc1ccc(S(=O)(=O)c2ccc(N)c(N)c2)cc1
 : -25	-0.2	5	-2	-5	-3	-18	2	-5	-1
CC1CCCCN1S(=O)(=O)c1ccc(C(=O)Nc2ccccc2-c2nc3ccccc3s2)cc1 (stereo not given)
 : -53	-0.3	4	8	0	0	-1	-7	-4	11
COc1cccc(CNC(=O)CCS(=O)(=O)c2cc3c(cc2C)NC(=O)CO3)c1
 : 0	-0.2	13	6	1	1	3	4	-9	0
CCOC(=O)C1=C(CC)Nc2ccccc2N=C1NC(=O)CCN1C(=O)C2CCCCC2C1=O (stereo not given)
 : -5	-0.3	3	-1	11	5	0	4	-5	-1
c1ccc2c(-c3csc(-c4ccncc4)n3)c[nH]c2c1
 : -56	0.7	-36	7	7	-2	-34	3	4	7
CO[C@@]1(NC(=O)C2SC(=C(C(N)=O)C(=O)O)S2)C(=O)N2C(C(=O)O)=C(CSc3nnnn3C)CS[C@@H]21 (stereo not given in full)
 : 0	0.4	-5	-7	-11	10	3	-3	3	6
COc1cc2c(cc1OC)C1(CCCC1)CNC2C (stereo not given)
 : -8	0.8	8	-6	-10	0	-3	-1	1	-1
O=[N+]([O-])c1cc(C(F)(F)F)ccc1SCC(O)CO (stereo not given)
 : -8	-0.3	6	-7	-2	1	-1	1	2	2
CC(Oc1ccc(Cl)cc1)C(=O)N(C)CC(=O)Nc1ccc(N2CCOCC2)cc1 (stereo not given)
 : -5	0.5	6	-2	3	6	-2	4	-4	3
COC(=O)C1=CN(c2ccc(C)cc2)C(N)=C(C#N)C1c1ccc(OC)cc1 (stereo not given)
 : -32	0.6	-4	1	-9	-2	-28	12	4	1
CCCCN1CC(=O)N2[C@H]3c4ccccc4OC[C@@H]3[C@H](C(=O)OCC)[C@]2(C)C1=O
 : 4	-0.2	6	-10	-10	-4	1	-3	7	5
CN(C)S(=O)(=O)N1CCN(c2cc(Cl)ccc2Cl)CC1
 : 1	-0.7	-2	-2	3	5	-9	1	-6	0
COc1ccc(C(=O)Nc2ccc3[nH]ncc3c2)cc1
 : -1	-0.3	-2	0	-12	0	-1	6	-2	3
Cc1cc(Br)ccc1NCc1ccccn1
 : -2	0.4	4	-8	14	3	-2	4	-5	5
Nn1c(SCC(=O)N2c3ccccc3Sc3ccc(Cl)cc32)nnc1-c1cc(-c2ccc(F)cc2)n[nH]1
 : -13	-0.5	11	·	·	3	-4	-6	3	-7
O=C(CCCC(=O)N/N=C/c1ccccc1C(=O)O)N/N=C/c1ccccc1C(=O)O
 : -4	-0.3	3	7	-6	-2	0	-11	-7	0
Cc1onc(-c2c(F)cccc2Cl)c1C(=O)NC(C)c1ccccc1 (stereo not given)
 : -1	0.0	2	-10	-1	0	-2	0	8	7
CC1CCCC(C)N1/N=C/c1ccc(O)cc1 (stereo not given)
 : -2	0.4	0	-3	-2	-3	3	7	-7	0
CC(/C=N/NC(=O)c1cc(-c2ccc3ccccc3c2)n[nH]1)=C\c1ccco1
 : -8	0.0	-3	8	2	-3	-6	-4	-8	-2
CN(C)C(=O)c1c(NC(=O)c2ccco2)sc2c1CCCCC2
 : -6	-0.4	4	-4	-10	0	-5	1	8	1
O=C(C1CCCC1)N1CCC(CC2CC(c3ccc(Cl)cc3)=NO2)(C(=O)NCC2CCCCC2)CC1 (stereo not given)
 : 3	0.2	-8	-8	-4	-1	0	1	0	-5
CC(C)Cc1nnc(NC(=O)CSc2nc(O)c(-c3ccccc3)c(=O)[nH]2)s1
 : -4	-0.5	-3	17	-3	-3	-2	6	-4	0
Cc1ccc(NC(=O)c2ccccc2OCC(=O)c2ccc(F)cc2)cc1
 : -1	-0.4	13	-11	-3	1	0	-2	5	-1
Cc1ccc(S(=O)(=O)Nc2cccc(C(=O)NCCCN3CCOCC3)c2)cc1F
 : -9	-0.6	0	12	-5	-2	0	0	1	-2
COC(=O)C(Cc1ccccc1)N1CCS(=O)(=O)CC1 (stereo not given)
 : -1	-0.6	-1	-8	-8	-2	3	3	8	-2
O=C(c1cccc(F)c1)N1CCN(C(=O)c2cc(-c3ccc(Cl)cc3Cl)on2)CC1
 : 1	0.9	3	13	10	1	2	-9	2	-1
O=C1c2cccc3cccc(c23)C(=O)N1c1nncs1
 : -14	-5.8	2	-2	9	-7	-11	-5	-1	1

High-throughput results deposited in PubChem by several laboratories.
